# Screens: PubChem BioAssay, National Center for Advancing Translational Sciences (NCATS)
# B2AR arrestin – beta2AR (human) beta-arrestin recruitment activity. P07550. beta-arrestin recruitment to beta2AR, cell-based reporter. Potency, µM (titrated, usually from 46.1 µM), for the others: top-dose activation, most hits filed as activators. 330,000 compounds, 0.02% hits. AID 492947;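 also: potency is read from the fitted curve at half-maximal effect; 0% = DMSO controls and full agonism = EC100 isoproterenol or metaproterenol; nearly all actives have a fitted effect of over 65% in size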
# Mito fusion yeast – inhibitors of mitochondrial division or activators of mitochondrial fusion; 320,000 compounds, 0.23% hits; Potency, µM (series often up to 46.1 µM), for inactives: top-dose growth rescue (activation), most hits filed as activators; S. cerevisiae fusion-defective mutant growth rescue, CellTiterGlo 48 h; AID 485298;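 also: potency is read from the fitted curve at half-maximal effect; % of control where 0% means no effect; nearly all actives have a fitted effect of over 45% in size; temperature-sensitive fusion mutants such as fzo1-1 at 37 °C on non-fermentable ethanol glycerol medium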
#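 Read-out: ATP-based luminescence (CellTiterGlo, 10 min ambient) reporting growth of fusion-defective ts yeast after 48 hours at 37C on glycerol/ethanol YPEG medium in the presence of compound.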
# Chronic BCR inh – chronic active BCR signaling inhibition. AID 493014. 340,000 compounds, 0.05% hits. ABC-DLBCL IkBa-CBG/CBR reporter, luminescence ratio, 4 h. Potency, µM (doses to about 46.1 µM), for the others: top-dose ratio change, negative = lower green/red ratio, hits mostly inhibitors; active = well fitted inhibition curve with a large enough effect in the signal ratio, with a control signal flat, not every such curve was filed as active; inconclusive = small, poorly fitted or top-dose-only effect, or effect the other way, or a change in a side signal; the % refers to the signal ratio;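 also: potency is read from the fitted curve at half-maximal effect; plate controls were basal doxycycline-induced cells for no effect and cells given 10 µM MG132 for full effect; MG132 reads +100%, hits lower the ratio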
#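 Compounds up to 46 uM were incubated four hours with TMD8 cells whose green CBG68 luciferase is fused to IkappaBalpha; red CBR luminescence normalised the signal, and concentration-effect curves were fitted to fusion, red and ratio data.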
# Tb PFK inh – blocks T. brucei phosphofructokinase; T. brucei PFK, ADP-Glo luminescence; Potency, µM (titrated, usually from 57.5 µM), inactives show top-dose activity, negative = inhibition, hits mostly inhibitors; 330,000 compounds, 0.17% hits;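 also: potency is read from the fitted curve at half-maximal effect; 0% = uninhibited 1x PFK enzyme wells and -100% = no-enzyme wells; nearly all actives have a fitted effect of over 60% in size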
#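 In TEA buffer at pH 8.0 with 5 mM MgCl2, enzyme (1.25 nM) converted F6P (0.5 mM) and ATP (0.1 mM) for 45 min at room temperature. ADP product was read by luciferase luminescence.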
# TCR activator – activates T cell receptor signaling. 330,000 tested, under 10 active. AID 504894. Potency, µM (doses to about 9.22 µM), without a hit: at the highest dose activation of IL-2 secretion, actives largely listed as activators. primary human leukocytes, anti-CD3, IL-2 HTRF, 48 h; also: % of control where 0% means no effect
#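 Using a-CD3 beads without co-stimulation, primary human leukocytes were exposed to compounds for 48 hr. An HTRF IL-2 kit measured the cytokine, with europium-to-d2 energy transfer producing emission at 665nm upon 320nm excitation.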
# Eya2 inh – Eya2 (human) phosphatase inhibition. O00167. recombinant Eya2, OMFP fluorescence dephosphorylation (OMFP is methylfluorescein phosphate). Potency, µM (top dose mostly 76.9 µM), inactives show top-dose activity, negative = inhibition, hits mostly inhibitors. 330,000 compounds, 0.006% hits. AID 488837; also: potency is read from the fitted curve at half-maximal effect; % is scaled to controls: 0 for no effect and ±100 for the full control effect
#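 Eya2 (0.2 uM) preincubated 10 min at ambient with compound, then OMFP substrate added at 50 uM; 10 min reaction in 50 mM HEPES pH 7.5, 50 mM NaCl, 5 uM MgCl2, 0.05% BSA, 1 mM DTT. Fluorescence read at Ex 485/Em 525 nm.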
# PTAP TSG101 blk – blocks PTAP/TSG101 interaction to inhibit HIV-1 budding; Fluorescence polarization, FITC-PTAP peptide / Tsg101 binding; Potency, µM (doses to about 115 µM), without a hit: top-dose activity change, negative = inhibition, most hits filed as inhibitors; 340,000 tested, under 10 active; active = well fitted inhibition curve with a large enough effect in the main read-out, with a control signal flat, not every such curve was filed as active; inconclusive = small, poorly fitted or top-dose-only effect, or effect the other way, or a change in a side signal; inactive = no such curve, though single readings can be large or run the other way; also: potency is read from the fitted curve at half-maximal effect; % of control where 0% means no effect
# Target sequence (Q99816 whole entry, looked up): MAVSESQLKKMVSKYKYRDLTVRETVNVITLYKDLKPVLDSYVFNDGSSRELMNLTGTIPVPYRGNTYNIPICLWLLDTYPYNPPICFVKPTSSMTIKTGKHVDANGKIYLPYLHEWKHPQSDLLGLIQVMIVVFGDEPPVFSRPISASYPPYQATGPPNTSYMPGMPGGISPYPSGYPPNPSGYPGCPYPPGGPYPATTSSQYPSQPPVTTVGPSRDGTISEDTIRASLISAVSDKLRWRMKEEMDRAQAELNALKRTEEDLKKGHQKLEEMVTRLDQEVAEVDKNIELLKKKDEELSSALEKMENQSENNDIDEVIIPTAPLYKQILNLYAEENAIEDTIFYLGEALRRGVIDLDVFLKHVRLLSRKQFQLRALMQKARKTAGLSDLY
#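 FP read-out: FITC-PTAP peptide, 50 nM final, binding Tsg101 binding domain, 10 uM final; 20 min, r.t.; 10 mM HEPES pH 7.5, 0.15 M NaCl, 0.01% Tween 20, 3 mM EDTA, 0.1 mM TCEP.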
# uPA generation – inhibitors of cell surface uPA generation. cell surface uPA generation assay, qHTS. Potency, µM (highest dose often 38.3 µM), for the others: at the top dose activity change, negative = inhibition, actives largely listed as inhibitors. 330,000 compounds, 0.31% hits. AID 540303; active = well fitted inhibition curve with a large enough effect; inconclusive = small, poorly fitted or top-dose-only effect; inactive = no such curve, though single readings can be large or run the other way; tested in mouse RAW 264.7 cells; also: potency is read from the fitted curve at half-maximal effect; % is scaled to controls: 0 for no effect and ±100 for the full control effect; nearly all actives have a fitted effect of over 55% in size
# USP2a block – USP2a (human) protease inhibition; O75604; USP2 core, Ub-CHOP2 coupled fluorogenic reporter, 485/531; Potency, µM (highest dose often 38.3 µM), for the others: top-dose activity change, negative = inhibition, hits mostly inhibitors; 330,000 compounds, 0.01% hits;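 also: potency is read from the fitted curve at half-maximal effect; plate controls were DMSO wells for no effect and full inhibition by NEM control for full effect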
# Target sequence (O75604 whole entry, looked up): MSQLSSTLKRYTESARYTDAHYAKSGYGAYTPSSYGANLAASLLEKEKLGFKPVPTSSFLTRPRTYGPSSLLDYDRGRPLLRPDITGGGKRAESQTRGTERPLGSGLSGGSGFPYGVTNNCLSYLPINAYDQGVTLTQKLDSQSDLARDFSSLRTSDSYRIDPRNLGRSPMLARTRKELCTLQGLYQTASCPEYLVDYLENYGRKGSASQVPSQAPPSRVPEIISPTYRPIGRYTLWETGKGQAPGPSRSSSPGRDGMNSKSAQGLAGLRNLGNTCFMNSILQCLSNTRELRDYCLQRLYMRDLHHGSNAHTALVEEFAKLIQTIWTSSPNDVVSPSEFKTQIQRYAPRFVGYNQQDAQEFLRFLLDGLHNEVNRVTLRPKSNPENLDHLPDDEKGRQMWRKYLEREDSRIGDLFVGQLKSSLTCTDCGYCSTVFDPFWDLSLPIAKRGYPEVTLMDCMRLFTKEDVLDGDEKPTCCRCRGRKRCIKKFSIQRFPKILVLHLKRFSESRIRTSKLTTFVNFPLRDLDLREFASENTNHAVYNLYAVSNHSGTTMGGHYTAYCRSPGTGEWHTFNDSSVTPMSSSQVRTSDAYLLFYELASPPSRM
#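 Cell-free coupled assay: 10nM USP2 core preincubated 30min RT with compound in Tris-HCl pH 8.0/CaCl2/CHAPS buffer, then 25nM Ub-CHOP2 and 25nM reporter substrate; fluorescence (Ex 485/Em 531) read after 60min RT, normalized to NEM inhibition, concentration-response curves fitted.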
# ELG1 DNA repair – inhibitors of ELG1-dependent DNA repair in HEK293T cells; HEK293T ELG1-luciferase reporter, luminescence, 16 h; DNA damage induced by 5-fluorouridine; Potency, µM (top dose mostly 46.1 µM), for inactives: top-dose activity change, negative = inhibition, hits mostly inhibitors; 330,000 compounds, 2.3% hits; AID 504467; also: potency is read from the fitted curve at half-maximal effect; % is scaled to controls: 0 for no effect and ±100 for the full control effect; nearly all actives have a fitted effect of over 55% in size
#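 DMSO vehicle served as the neutral condition. Each well held 2,000 cells given 5-fluorouridine plus compound; after 16 hr at 37 °C/5% CO2, ONE-Glo was added and luciferase measured 30 min later.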
# TSHR antag – human thyrotropin receptor antagonism | TSHR-expressing cells, TSH-stimulated cAMP HTRF, 2 h; active compounds read low | P16473 | 330,000 compounds, 0.2% hits | activity change, negative = inhibition, % at 11.5 µM | AID 504810;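 active = activity change below a set negative limit, meaning inhibition stronger than a set level, cut at about -70% in these data; inconclusive = activity change between two set negative limits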; also: % is scaled to controls: 0 for no effect and ±100 for the full control effect
#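 TSHR-expressing cells were treated with compounds, then stimulated with TSH at EC80 (4nM final) for 2 hours at 37 deg C. Cellular cAMP was measured by HTRF competition between lysate cAMP and cAMP-d2 for a cryptate-labelled anti-cAMP antibody.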
# Numbers without * were called inactive; ? = inconclusive; · = no result given; & = joins results of further samples; [ ] = remark or other dose. Unless noted, calls follow the shape of the dose curve; as a rule, active = well fitted curve in the direction sought with a large enough effect; inconclusive = small, poorly fitted or top-dose-only effect, or another doubt; inactive = no such curve, though single readings can be large; an effect the other way counts as inactive or inconclusive. Hits appear at their usual frequency; about 3% have a hit in one of these screens.
SMILES,B2AR arrestin,Mito fusion yeast,Chronic BCR inh,Tb PFK inh,TCR activator,Eya2 inh,PTAP TSG101 blk,uPA generation,USP2a block,ELG1 DNA repair,TSHR antag
Cc1ccsc1C(=O)OCC(=O)NC1CCCC1,0.0%,-1%,-1%,-3%,5%,16%,0%,6%,1%,?,-11
O=C(COC(=O)c1cc(S(=O)(=O)N2CCOCC2)ccc1O)NCCc1ccccc1,0.9%,-1%,-10%,1%,-4%,-1%,-6%,1%,5%,8%,-8
CCCC(C)C(=O)Nc1cc([N+](=O)[O-])ccc1Cl (configuration not stated),0.2%,-3%,?,0%,-10%,5%,0%,-6%,2%,0%,11
Cc1ccc2[nH]c(=O)c(CN(CC3CCCO3)C(=O)c3ccncc3)cc2c1 (configuration not stated),0.0%,-2%,-1%,-10%,-1%,-15%,-2%,1%,-2%,1%,-2
CCOc1ccc(-c2ccc(NS(=O)(=O)c3ccc([N+](=O)[O-])cc3)cc2)nn1,-1.7%,6%,22%,1%,2%,6%,-11%,3%,1%,1%,-15
COC(=O)c1c(NC(=O)c2c(Cl)cnn2C)sc(C)c1C,-0.4%,3%,-23%,-6%,9%,-3%,-1%,-1%,-5%,-3%,20
CCOc1ccc(S(=O)(=O)Nc2ccn(C)n2)cc1,-0.1%,2%,5%,0%,-3%,5%,-13%,-18%,2%,12%,0
COc1ccc(C(=O)Nc2ccc(S(=O)(=O)N3CCCC3)cc2)cc1,0.0%,-2%,3%,-1%,-2%,-3%,-3%,2%,-2%,?,-13
O=S(=O)(NCc1ccccc1)c1ccccc1NCCc1ccccc1,-0.9%,·,-2%,0%,-5%[46.1 µM],-1%,0%,-2%,3%,11%,?
Cc1c(C(=O)NC2CCCc3ccccc32)oc2ccc(S(=O)(=O)N3CCCC3)cc12 (configuration not stated),0.0%,1%,-1%,1%,0%,12%,-6%,-5%,1%,-4%,1
COc1ccc(S(=O)(=O)N2CCCCCC2)cc1C(=O)N(C)Cc1ccc(OC)c(OC)c1OC,-0.1%,-2%,0%,-6%,-4%,7%,-1%,-6%,0%,?,-4
CC1CCCN(S(=O)(=O)c2ccc3c(c2)c(=O)nc2ccccn23)C1 (configuration not stated),0.1%,1%&0%,-3%&-7%,16%,3%,-16%,-4%,-2%,4%,?,9

# 3 neighbouring compounds already listed:
SMILES,B2AR arrestin,Mito fusion yeast,Chronic BCR inh,Tb PFK inh,TCR activator,Eya2 inh,PTAP TSG101 blk,uPA generation,USP2a block,ELG1 DNA repair,TSHR antag
Cc1ccsc1C(=O)OCC(=O)NC1CCCC1,0.0%,-1%,-1%,-3%,5%,16%,0%,6%,1%,?,-11
O=C(COC(=O)c1cc(S(=O)(=O)N2CCOCC2)ccc1O)NCCc1ccccc1,0.9%,-1%,-10%,1%,-4%,-1%,-6%,1%,5%,8%,-8
CCCC(C)C(=O)Nc1cc([N+](=O)[O-])ccc1Cl (configuration not stated),0.2%,-3%,?,0%,-10%,5%,0%,-6%,2%,0%,11

# Carrying on:
SMILES,B2AR arrestin,Mito fusion yeast,Chronic BCR inh,Tb PFK inh,TCR activator,Eya2 inh,PTAP TSG101 blk,uPA generation,USP2a block,ELG1 DNA repair,TSHR antag
COc1ccccc1-c1c(C)nn2c(N3CCC4(CC3)OCCO4)cc(C)nc12,0.2%,-20%,-10%,-18%,-1%,-11%,-1%,7%,0%,?,-10
CC(=NC1CCCC1)c1c(C)[nH]n(-c2nc3ccccc3s2)c1=O,-0.1%,-14%,?,-4%,0%,3%,0%,-7%,0%,?,-5
Nc1cc(=O)n(Cc2ccccc2)c(=O)n1-c1ccc(Cl)cc1,0.0%,-2%,-12%,2%,1%,-25%,-6%,-3%,-3%,-5%,11
O=C(Nc1ccc(S(=O)(=O)N2CCOCC2)cc1)C1CC1,0.3%,-5%,-2%,-3%,4%,6%,-11%,5%,0%,0%,-1
Cc1ccc(CN(C)CC(=O)NC(C)c2ccccc2)cc1 (configuration not stated),0.8%,6%,11%,-4%,9%,-20%,0%,5%,-3%,-6%,35
CC(=O)N1CCC(O)(c2cccc(C(F)(F)F)c2)CC1,0.4%,1%,?,-8%,1%,-9%,-5%,0%,2%,-6%,-7
Cc1ccc(NC(=O)NC2CCCCC2)cc1Cl,-0.4%,4%,-11%,12%,-2%,-2%,-3%,·,1%,?,-10
O=C(Nc1cc(Cl)ccc1-n1cncn1)c1ccc([N+](=O)[O-])o1,0.3%,13%,?,-12%,2%,-2%,-1%,?,-2%,22%,0
COc1ccccc1NC(=O)c1ccc2nc(-c3ccccc3)c(-c3ccccc3)nc2c1,0.4%,0%,0%,1%,5%,8%,-2%,1%,1%,6%,1
CCCN(CCC)C(=O)c1cn(CC)c2ccc(S(=O)(=O)N3CCCCC3)cc2c1=O,0.2%,1%,8%,-2%,-2%,-10%,-6%,-5%,3%,10%,3
CCC(=O)Nc1ccc(C(=O)NNC(=O)c2ccc(C)cc2)cc1,-0.2%,0%,?,3%,-3%,13%,-10%,2%,3%,3%,-9
C#CCOCCOCCOCCNc1nc(N2CCN(C(=O)Cn3cc(CCCN=C(N)N)nn3)CC2)nc(N2CCN(C(=O)[C@H](CCCCN)n3cc(CC(C)O)nn3)CC2)n1 (some centres not stated),0.0%,-1%,-5%,-7%,-3%,-43%,1%,-8%,-1%,4%,-4
COc1ccccc1OCc1nc(C#N)c(N2CCCC2)o1,-0.7%,0%,22%,2%,4%,14%,0%,-2%,2%,-14%,17
CN(C)CCCN(C(=O)COc1ccccc1)c1nc2ccc(Cl)cc2s1,-0.2%,-4%,?,-2%,-12%,-3%,-3%,2%,7%,7%,8
O=C(Nc1ccc(Cl)cc1)c1cc(S(=O)(=O)Nc2ccccn2)ccc1Cl,-1.6%,-1%,-3%,-7%,-5%,-4%,2%,1%,1%,-12%,-5
CC(NS(=O)(=O)c1cccc(C(=O)NCc2ccncc2)c1)c1ccccc1 (configuration not stated),0.0%,-8%,-5%,1%,-1%,-2%,-11%,10%,0%,2%,5
O=C(COC(=O)C1(c2ccccc2F)CCCC1)Nc1ncc(C(F)(F)F)cc1Cl,0.0%,-2%,7%,-5%,2%[46.1 µM],-9%,1%,-1%,1%,3%,-4
CC(=O)c1cccc(NC(=O)C2CCCN2S(=O)(=O)c2cccc3nsnc23)c1 (configuration not stated),-0.5%,-1%,?,5%,-10%,1%,-1%,-6%,3%,-30%,11
CCCN(Cc1ccc(N(C)C)cc1)CC1CC1,-0.4%,1%,10%,-3%,·,-16%,-5%,5%,0%,12%,5
Cc1c(C)c2ccc(OCC(=O)N3CCN(c4ccccc4)CC3)cc2oc1=O,0.4%,?,-14%,-4%,-2%,-2%,-3%,2%,0%,-3%,24
O=C(OCCCN=C1NS(=O)(=O)c2ccccc21)c1ccc(F)cc1,0.0%,1%,?,-1%,1%,8%,-9%,·,4%,-11%,-3
Cc1ccc(CNC(=O)CCN2C(=O)[C@@H]3Cc4ccccc4CN3C2=O)cc1,0.0%,-1%,-6%,-8%,-6%,18%,-1%,12%,-3%,5%,4
O=C(c1ccc(-c2ccccc2)cc1)c1ccc([N+](=O)[O-])cc1,0.4%,2%,0%,1%,·,-26%,·,·,9%,14%,-2
CC(C)(CC(=O)O)CC(=O)O,-1.9%,-1%,-10%,-3%,2%,-9%,0%,2%,-4%,-4%,3
Cc1ccc(C2(C)NC(=O)N(CC(=O)Nc3ccc(-c4nc5ccc(C)cc5s4)cc3)C2=O)cc1 (configuration not stated),-0.2%,8%,?,-4%,0%,18%,-3%,-2%,-7%,?,-3
Cc1cccc(CN2C(=O)CCSc3ccc(Cl)cc32)c1,-0.5%,-6%,7%,2%,2%,-11%,-5%,-5%,0%,-3%,1
